FBW7 activator – FBW7 E3 ligase activators, primary screen, biochemical, AlphaScreen, human; AID 1259310, 2017; 650,000 compounds, 0.13% hits; F-box/WD repeat-containing protein 7 (Homo sapiens), Q969H0; AlphaScreen FBW7–phospho-cyclin E peptide binding, activator screen; normalized activity (activation), % at 26.1 µM; in the data active = normalized activity above about 1.9%;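 note: purified mutant Fbw7 with reduced substrate affinity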
Target sequence (Q969H0 whole entry, looked up): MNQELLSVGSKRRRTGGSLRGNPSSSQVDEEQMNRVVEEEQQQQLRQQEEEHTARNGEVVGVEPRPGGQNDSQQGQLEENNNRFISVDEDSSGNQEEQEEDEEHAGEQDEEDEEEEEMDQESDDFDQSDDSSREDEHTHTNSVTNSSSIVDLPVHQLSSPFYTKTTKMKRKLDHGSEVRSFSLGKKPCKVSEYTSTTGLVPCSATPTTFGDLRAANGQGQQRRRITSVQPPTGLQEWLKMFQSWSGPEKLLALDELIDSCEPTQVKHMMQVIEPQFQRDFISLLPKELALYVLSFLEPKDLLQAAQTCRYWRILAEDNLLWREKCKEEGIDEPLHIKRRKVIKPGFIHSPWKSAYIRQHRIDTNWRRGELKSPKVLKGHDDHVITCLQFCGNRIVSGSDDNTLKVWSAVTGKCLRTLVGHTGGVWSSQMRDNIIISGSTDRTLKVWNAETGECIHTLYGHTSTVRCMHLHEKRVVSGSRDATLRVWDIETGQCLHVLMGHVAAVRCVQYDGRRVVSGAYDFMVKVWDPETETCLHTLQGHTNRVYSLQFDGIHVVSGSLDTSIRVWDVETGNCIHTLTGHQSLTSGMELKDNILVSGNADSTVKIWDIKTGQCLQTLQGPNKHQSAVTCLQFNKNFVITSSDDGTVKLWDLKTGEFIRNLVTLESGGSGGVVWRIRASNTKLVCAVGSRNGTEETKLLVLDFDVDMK
MITF primary – MITF inhibitors, primary screen, biochemical, AlphaScreen, human; Microphthalmia-associated transcription factor (Homo sapiens), O75030; AlphaScreen MITF homodimerization, bead proximity signal; inhibition, % at 2.6 µM; 650,000 compounds, 0.91% hits; AID 1259374, 2018; in the data active = inhibition above about 50%;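 note: 0% = vehicle wells with protein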
TEAD-YAP inh – TEAD-YAP interaction inhibition, primary screen, TEAD-YAP interaction inhibitor project, luminescence, HEK-TIYL cells; TEAD-Gal4/YAP UAS-luciferase luminescence; 640,000 compounds, 1.4% hits; inhibition, % at 9.12 µM; in the data active = inhibition above about 32%;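 note: 0% = median of test compound wells and 100% = reference inhibitor wells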
GPR151 activ – activators of human GPR151, primary screen, cell-based, PathHunter beta-arrestin, luminescence; PathHunter beta-arrestin GPR151 cells; activation, % at 11.2 µM; 650,000 compounds, 1% hits; in the data active = activation above about 4.9%;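 note: 0% = median of compound wells and 100% = cells with positive control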
Target sequence (Q8TDV0 whole entry, looked up): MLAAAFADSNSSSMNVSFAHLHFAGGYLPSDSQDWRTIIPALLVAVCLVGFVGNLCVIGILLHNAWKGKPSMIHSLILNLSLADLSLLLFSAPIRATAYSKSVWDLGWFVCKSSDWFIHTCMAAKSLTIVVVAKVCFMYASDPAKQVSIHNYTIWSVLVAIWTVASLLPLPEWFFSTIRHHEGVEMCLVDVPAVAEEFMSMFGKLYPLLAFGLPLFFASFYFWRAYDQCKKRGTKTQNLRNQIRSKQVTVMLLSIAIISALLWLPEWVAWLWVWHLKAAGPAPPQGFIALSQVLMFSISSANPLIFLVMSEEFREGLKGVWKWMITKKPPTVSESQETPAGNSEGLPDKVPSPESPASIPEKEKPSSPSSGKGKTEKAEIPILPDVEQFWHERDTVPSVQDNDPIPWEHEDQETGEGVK
Starred values were filed as active, the others as inactive; & = joins results of further samples.

SMILES | FBW7 activator | MITF primary | TEAD-YAP inh | GPR151 activ
CCOC(=O)/C(C#N)=C(\N)CC(=O)Nc1ccccn1 | -0.3 | 4 | -1 | 3.4
O=C(NCC1CCN(S(=O)(=O)c2ccc(Cl)cc2)CC1)c1ccco1 | 0.0 | -6 | -9 | 0.3
S=C(c1cn(CCOc2ccccc2Cl)c2ccccc12)N1CCCC1 | -0.1 | -2 | -12 | 0.9
COc1ccc(C(=O)Nc2ccc(-c3nnn(CC(N)=O)n3)cc2)cc1 | -0.3 | -3 | 2 | 0.8
O=C(CNc1cccc(Br)c1)N/N=C/c1ccccc1 | 0.0 | -4 | -10 | -0.5
O=C(Oc1ccc(O)c2c1C(=O)c1ccccc1C2=O)c1ccccc1 | 0.1 | -12 | 2 | 0.2
O=C1OCCC1NC1CCN(c2ccc(CC(=O)N3CCCC3)cc2)CC1 (stereo not given) | -0.1 | 9 | -5 | 0.2
Cc1cccc(CSc2ncccc2C(=O)O)c1 | 0.4 | 6 | 4 | -0.4
O=C(Nc1ccc(Br)cc1)C1CC1(c1ccccc1)c1ccccc1 (stereo not given) | -0.1 | 3 | -3 | 4.1
CCOC(=O)N1CCN(c2cc(-c3ccc(F)cc3)nc(-c3cccnc3)n2)CC1 | -0.1 | -3 | 9 | 1.8
CCSc1nc(-c2ccccc2)c(C#N)c(=O)[nH]1 | 0.1 | 0 | 7 | -2.4
CCCNc1ccnc2c(-c3cnn(C)c3)cnn12 | -0.1 | -2 | 11 | 0.6
CCN(CC)CC(=O)N1CCCC(CCC(=O)N2CCN(c3ccccn3)CC2)C1 (stereo not given) | -0.2 | 2 | 3 | -0.7
CN1C(=O)/C(=C/c2ccc(I)cc2)C(=O)NC1=S | 0.5 | 1 | 19 | -1.3
CC(=O)c1cccc(-c2ccc(SC(C)C)nc2)c1 | 0.6 | -5 | -46 | -1.4
CC(O)c1ccc(NC(=O)[C@H]2C[C@@H](c3ccco3)NS(=O)(=O)N2C)cc1 (stereo not given in full) | 0.5 | 11 | 13 | -1.7
CC(=O)Nc1ccc(Nc2cc(N3CCN(Cc4ccc5c(c4)OCO5)CC3)ncn2)cc1 | 0.1 | 23 | 1 | -0.7
Cc1ccc2nc(N3CCCCC3)c(/C=C3\NC(=S)NC3=O)cc2c1 | 0.1 | 7 | -3 | 0.3
C=CCSc1nc2c(c(=O)[nH]c(=O)n2C)n1C(C)C | 0.0 | 1 | -27 | -0.6
Cc1ccc(S(=O)(=O)N(CC(O)CN2CCC(C)CC2)c2ccccc2)cc1 (stereo not given) | 0.1 | 1 | -6 | 0.4
COc1cc(-c2cnc3c(Nc4ccc5[nH]ccc5c4)nccn23)cc(OC)c1OC | 0.0 | 8 | 1 | -0.8
Cc1nc2ccc(S(=O)(=O)NC(CC(C)C)C(=O)NC(C)(C)C)cc2s1 (stereo not given) | -0.2 | -20 | -30 | 1.3
CCOC(=O)N1CCN(c2c(NCc3ccccn3)c(=O)c2=O)CC1 | -0.2 | 6 | -4 | -0.7
CC(=O)Nc1ccc(S(=O)(=O)Nc2cccc(C(C)=O)c2)cc1 | 0.1 | 15 | 8 | -0.7
C=CCSC1=C(C#N)C(c2ccncc2)C(C(=O)Nc2ccc(Cl)cc2)=C(C)N1 (stereo not given) | -0.1 | -17 | 5 | 0.1
Cc1ccc(S(=O)(=O)Nc2cccc(-c3cn4ccccc4n3)c2)cc1[N+](=O)[O-] | 0.2 | 12 | -5 | -2.5
COc1ccc(CCNC(=O)c2cnn3c(C)c(Cc4c(C)cc(C)cc4C)c(C)nc23)cc1OC | -0.1 | -7 | -1 | 0.2
Cn1c(=O)c2c(ncn2CC(=O)N2CCCc3ccccc32)n(C)c1=O | 0.1 | -12 | -1 | -0.3
O=C(CCc1csc(NC(=O)c2ccccc2)n1)NCCC1=CCCCC1 | -0.1 | -10 | -17 | 0.1
CC(C)CCNC(=O)CN(c1cccc(Cl)c1Cl)S(C)(=O)=O | 0.2 | 14 | 7 | 2.2
Cc1ccc2cc3c(nc2c1)OCC(=O)N(Cc1cccnc1)C3 | -0.1 | 5 | -1 | 0.5
CCOC(=O)c1ccc(NC(=O)CCNc2c(N3CCCC3)c(=O)c2=O)cc1 | -0.1 | 0 | 0 | 0.0
O=C(CC1C(=O)NCCN1Cc1cccc(C(F)(F)F)c1)NCCCc1ccccc1 (stereo not given) | 0.7 | 11 | 9 | -0.6
COc1ccc(NC(=O)c2cnc(N3CCN(c4ccccc4OC)CC3)c3ccccc23)cc1OC | -0.2 | -5 | 10 | 0.8
c1ccc(-n2nnnc2SCc2cn3cccnc3n2)cc1 | 0.1 | 1 | -3 | 0.5
Cc1ccc(CN2CCC(C3(C)NC(=O)N(CCN4CCOCC4)C3=O)CC2)s1 (stereo not given) | 0.0 | -7 | 9 | 1.9
Cn1nnnc1SCC(=O)NN1C(=O)NC2(CCCCC2)C1=O | 0.1 | 5 | -1 | -0.6
CC(C)[C@@H](CO)Nc1ccc2ncc(-c3ccc(CCC(=O)O)cc3)n2n1 | 0.2 | 9 | 2 | 0.7
COc1ccc(C(=O)NCC(c2cccs2)N2CCc3ccccc32)cc1 (stereo not given) | 0.0 | -3 | 4 | -1.7
O=c1[nH]c(/C=C/c2ccc([N+](=O)[O-])cc2)nc2cc3ccccc3cc12 | 0.0 | -1 | -12 | -0.1
COc1ccc(OC)c(C(=O)N2CCC(C(=O)c3ccc(Cl)cc3)CC2)c1 | 0.1 | -7 | 10 | 0.3
Cc1ccc(OS(=O)(=O)/C=C/c2ccccc2)cc1 | 0.8 | 2 | 17 | 0.2
COc1ccc(C)cc1Nc1nc(C)nc2sc(C)c(C)c12 | 0.3 | 2 | 10 | -0.4
COc1ccccc1C1N(c2cc(Cl)ccc2OC)C(=O)C2CCCN21 (stereo not given) | 0.0 | 4 | 1 | 6.8*
O=C(O)CC12CC3CC(C1)CC(c1ccc([N+](=O)[O-])cc1)(C3)C2 | 0.0 | -2 | -12 | 0.5
N#C/C(=C\c1ccco1)c1nc2ccccc2c(=O)[nH]1 | 0.6 | 27 | -4 | -0.8
CN(C)CCCNC(=O)c1c(O)c2cccc3c2n(c1=O)CC3 | -0.1 | 1 | -1 | -1.2
O=C(CSc1nc2ccsc2c(=O)n1-c1ccc(Br)cc1)N1CCN(c2ccccc2)CC1 | 0.0 | -3 | 8 | 0.6
Cc1ccc2nsnc2c1S(=O)(=O)NCCC12CC3CC(CC(C3)C1)C2 | 0.0 | -2 | -3 | 0.4
O=C(NCc1ccc(F)cc1)c1cc2n(n1)C(C(F)(F)F)CC(c1ccccc1)N2 (stereo not given) | 0.2 | -2 | 22 | -0.1
CSc1nsc(N/N=C/c2ccccc2)c1C#N | 0.0 | 5 | -19 | 1.6
COc1cc2c(cc1OC)C(C(=O)Nc1cc(F)c(-c3cn[nH]c3)cc1OCCN(C)C)NCC2 (stereo not given) | -0.3 | -2 | 10 | 0.2
Cc1ccc(/C=C/C(=O)n2cccn2)cc1 | 0.0 | -10 | 4 | 1.2
Cc1cccc(NC(c2cccc(Cl)c2)c2ccc3cccnc3c2O)n1 (stereo not given) | -0.3 | 4 | 48* | -1.4
COc1ccccc1CNC(=O)c1ccc2c(c1)nc(C)n2-c1cccc(F)c1 | -0.2 | -6 | -5 | -0.6
CCN(c1ccc(F)cc1)S(=O)(=O)c1ccc2[nH]cc(C(=O)NCc3ccco3)c(=O)c2c1 | 0.1 | 7 | -4 | 1.2
Cc1noc(C)c1-c1nc(NCc2ccccc2)c2ncn(C(C)C)c2n1 | 0.1 | 15 | -33 | 0.8
CCC(=O)N1N=C(C)CC1(O)c1cccnc1 (stereo not given) | 0.1 | -4 | 3 | 0.2
COc1ccccc1N1C(=O)C2C3C=CC(C)(O3)C2C1=O (stereo not given) | -0.1 | 2 | 5 | -1.6
CCOC(=O)CCCn1ncn2c(cc3sc(CC)cc32)c1=O | 0.1 | 4 | 11 | 0.0

As entered above.
CCOC(=O)CCCn1ncn2c(cc3sc(CC)cc32)c1=O in FBW7 activator: 0.1
COc1ccccc1CNC(=O)c1ccc2c(c1)nc(C)n2-c1cccc(F)c1 in MITF primary: -6

Some of the entries above in a different format.
CCN(c1ccc(F)cc1)S(=O)(=O)c1ccc2[nH]cc(C(=O)NCc3ccco3)c(=O)c2c1
- FBW7 activator: 0.1
- MITF primary: 7
- TEAD-YAP inh: -4
- GPR151 activ: 1.2

Cc1noc(C)c1-c1nc(NCc2ccccc2)c2ncn(C(C)C)c2n1
- FBW7 activator: 0.1
- MITF primary: 15
- TEAD-YAP inh: -33
- GPR151 activ: 0.8

CCC(=O)N1N=C(C)CC1(O)c1cccnc1 (stereo not given)
- FBW7 activator: 0.1
- MITF primary: -4
- TEAD-YAP inh: 3
- GPR151 activ: 0.2

COc1ccccc1N1C(=O)C2C3C=CC(C)(O3)C2C1=O (stereo not given)
- FBW7 activator: -0.1
- MITF primary: 2
- TEAD-YAP inh: 5
- GPR151 activ: -1.6

The list continues:
SMILES | FBW7 activator | MITF primary | TEAD-YAP inh | GPR151 activ
O=C(CN1CCOCC1)Nc1ccc(Br)cn1 | -0.1 | -2 | 11 | -0.8
CCOC(=O)N1CCC(NC(=O)c2ccc(N3CC4CC(C3)c3cccc(=O)n3C4)c(NC(=O)c3cc4ccccc4oc3=O)c2)CC1 (stereo not given) | -0.1 | -1 | -17 | -0.2
OCCC1CN(Cc2ccon2)CCN1CCc1ccccc1 (stereo not given) | 0.1 | 14 | -4 | 2.2
CCN1CCCC1CNC(=O)CN1N=C(c2ccccc2)Cn2c(cc3sccc32)C1=O (stereo not given) | 0.0 | 3 | 6 | 0.7
Cc1cc(=O)n2c(CCNC(=O)c3cc(C)oc3C)csc2n1 | -0.3 | -9 | 2 | -1.8
O=C(c1cnc2sc3ccccc3n2c1=O)N1CCC2(CC1)OCCO2 | -0.1 | 9 | 0 | 1.3
COc1cc(Nc2cc(Cl)ncn2)cc(OC)c1OC | -0.2&0.1 | -2&13 | 8&5 | 1.2&-1.1
COc1cc(C(=O)Oc2ccc([N+](=O)[O-])c3cccnc23)cc(OC)c1OC | 0.0 | 15 | 6 | 0.5
Cn1cc(CCC(=O)N2CCOc3ccc(CN4CCc5sccc5C4)cc3C2)cn1 | 0.0 | 12 | 8 | -1.2
Clc1ccc(-c2[nH]c(-c3cccc4ccccc34)nc2-c2ccccc2)cc1 | 0.0 | -1 | -2 | 0.5
Cc1ccccc1NS(=O)(=O)N(C)C | 0.0 | 16 | 0 | -0.3
COc1cccc2c1[C@@H]1CN(CCCCn3c(=O)[nH]c4c(sc5ncc(-c6ccccc6)nc54)c3=O)C[C@@H]1CO2 | -0.1 | 2 | -3 | -0.3
Cc1ccc(C2CC(C(F)(F)F)n3ncc(C(=O)NC(C)C)c3N2)cc1 (stereo not given) | 0.0 | 21 | -3 | 1.3
O=C1CSc2ccc(C(=O)NCCCN3CCN(Cc4ccccc4)CC3)cc2N1 | -0.2 | 0 | 1 | -0.2
O=C(c1ccccc1F)N1CCC[C@@H]1Cn1nc(-c2cccs2)ccc1=O | 0.1 | 7 | 10 | -0.5
Cc1ccc(CN2CCc3nnc(CNS(=O)(=O)c4ccccc4)n3CC2)c(C)c1 | -0.1 | 0 | 1 | 0.5
Cc1ccnn1CCC(=O)NC1(c2ccc(F)cc2)CCCC1 | -0.1 | 4 | 6 | -0.4
Cc1ccccc1-c1ncc(CN2CCC(CO)(CCOc3ccccc3)CC2)cn1 | 0.1 | -2 | 7 | 2.4
CN(C)C(=O)Cn1ncc2cccn2c1=O | 0.0 | 1 | 2 | -0.9
CCOc1ccc(C(=O)N2CCc3cc(OC)c(OC)cc3C2COc2ccc(OC)cc2)cc1 (stereo not given) | 0.0 | 16 | -3 | -0.3

Structures listed so far that contain a furan ring, fused or not (five):
SMILES | FBW7 activator | MITF primary | TEAD-YAP inh | GPR151 activ
O=C(NCC1CCN(S(=O)(=O)c2ccc(Cl)cc2)CC1)c1ccco1 | 0.0 | -6 | -9 | 0.3
CC(O)c1ccc(NC(=O)[C@H]2C[C@@H](c3ccco3)NS(=O)(=O)N2C)cc1 (stereo not given in full) | 0.5 | 11 | 13 | -1.7
N#C/C(=C\c1ccco1)c1nc2ccccc2c(=O)[nH]1 | 0.6 | 27 | -4 | -0.8
CCN(c1ccc(F)cc1)S(=O)(=O)c1ccc2[nH]cc(C(=O)NCc3ccco3)c(=O)c2c1 | 0.1 | 7 | -4 | 1.2
Cc1cc(=O)n2c(CCNC(=O)c3cc(C)oc3C)csc2n1 | -0.3 | -9 | 2 | -1.8

Next part.
SMILES | FBW7 activator | MITF primary | TEAD-YAP inh | GPR151 activ
COc1cccc(C2Nc3ccccc3C(=O)N2O)c1O (stereo not given) | -0.1 | -34 | -4 | 0.7
CCOC(=O)N1CCN(C(=S)NC(=O)c2cccnc2)CC1 | 0.0 | 1 | 5 | -0.5
Cc1c(Cl)cccc1NC=C1C(=O)OC2(CCCCC2)OC1=O | -0.1 | -18 | -7 | 0.9
COc1ccc(Nc2c(-c3ccc(OC)cc3)nc3cnccn23)cc1 | 0.1 | -16 | 0 | -0.5
COCCNc1nc(-c2ccccc2)c2cc(Br)ccc2n1 | 0.4 | -19 | 14 | -1.0
Fc1cccc2sc(N3CCCC3)nc12 | 0.2 | 14 | -33 | -1.6
O=C(N[C@H]1C[C@H]2C(=O)N[C@@H](CSCc3ccccc3)C(=O)N2C1)c1ccc(C(F)(F)F)cc1 | 0.1 | 13 | 13 | 0.8
O=C(Nc1nc2c(F)cccc2s1)c1nc2ccccc2s1 | 0.0 | -11 | -10 | -0.5
CNC(=O)CSc1nnc(-c2cccc(C#N)c2)n1C | -0.1 | -1 | 1 | 0.9
CCOC(=O)Cc1csc(NC(=O)CN(C)S(=O)(=O)c2cccc3cccnc23)n1 | 0.1 | 6 | 7 | 0.2
